SENP1 FRET inh = human SENP1 catalytic domain inhibitors, primary screen, biochemical, FRET, uHTS | Sentrin-specific protease 1 (Homo sapiens), Q9P0U3 | recombinant SENP1 catalytic domain, CyPet-SUMO1-YPet FRET cleavage | inhibition, % at 10 µM | 0.21% of 360,000 active | AID 624204, 2012;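 active means inhibition at least 30% at 10 µM, raw YFP signal under a set limit, fluorescence ratio 0.5 to 1.5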;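 further: 0% = enzyme with DMSO and 100% = no enzyme wells; some results filed as inactive read as strong as hits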
Target sequence (Q9P0U3 419-644 limits assumed): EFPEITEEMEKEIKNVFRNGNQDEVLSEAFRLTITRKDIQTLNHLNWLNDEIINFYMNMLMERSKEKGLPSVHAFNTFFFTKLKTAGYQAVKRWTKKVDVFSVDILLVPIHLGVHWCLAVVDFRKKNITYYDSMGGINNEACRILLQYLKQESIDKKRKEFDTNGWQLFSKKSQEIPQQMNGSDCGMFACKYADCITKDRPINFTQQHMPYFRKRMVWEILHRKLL
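Compound: 10 µM single point, 0.5% DMSO; Test system: hSENP1 catalytic domain, recombinant; Timing: 50 min reaction at room temperature; Technique: FRET, CFP and YFP emission; Control set: no-enzyme wells low, DMSO-plus-enzyme wells high control.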
NR3A LBD binder = binders of NR3A ligand-binding domain, primary screen, biophysical, differential scanning fluorimetry, uHTS; 2.5% of 340,000 active; AID 1259313, 2017; NR3A LBD differential scanning fluorimetry, Tm shift; 0% = protein alone, 100% = glycine-bound protein; Tm shift relative to glycine control, % at 25 µM; Glutamate receptor ionotropic, NMDA 3A (GRIN3A) ligand-binding domain;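 active means melting temperature shift of at least 10% of the positive control shift, at one fixed dose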
MPTP block = mitochondrial permeability transition pore inhibitors, primary screen, biochemical, isolated mouse mitochondria, absorbance | Ca2+ swelling absorbance, 30 min | inhibition, % at 10 µM | 1.4% of 360,000 active;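 active means inhibition of 50% or more, scaled per plate between neutral and stimulator controls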;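 further: 0% = DMSO wells given calcium and 100% = 1 mM EGTA wells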
SENP8 block = human SENP8 protease inhibitors, primary screen, biochemical, fluorescence, Nedd8 protein substrate, uHTS. Sentrin-specific protease 8 (Homo sapiens), Q96LD8. recombinant SENP8. inhibition, % at 20 µM. 0.64% of 360,000 active. AID 602440, 2012; in the data active means inhibition mostly above about 40%, no sharp cut-off; inactive means mostly below about 27%
Target sequence (Q96LD8 whole entry, looked up): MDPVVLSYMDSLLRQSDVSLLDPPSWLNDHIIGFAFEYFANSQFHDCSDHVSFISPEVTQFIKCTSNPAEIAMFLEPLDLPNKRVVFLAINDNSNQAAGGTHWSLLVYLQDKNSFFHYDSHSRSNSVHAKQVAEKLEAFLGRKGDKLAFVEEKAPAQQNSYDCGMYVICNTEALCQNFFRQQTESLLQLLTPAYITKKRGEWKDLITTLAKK
SENP6 inh = SENP6 protease inhibitors, primary screen, biochemical, luminescence, uHTS. Recombinant SENP6 catalytic domain, aminoluciferin luminescence. inhibition, % at 10 µM. Sentrin-specific protease 6 (Homo sapiens), Q9GZR1. 1.8% of 330,000 active;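 active means inhibition above about 50% at the single tested dose, limit read from the data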;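 further: plate controls were DMSO wells with enzyme for no effect and DMSO wells lacking enzyme for full effect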
hIAP activ = human IAP activators, primary screen, biochemical, luminescence, uHTS; Intestinal-type alkaline phosphatase (Homo sapiens), P09923; purified human IAP, CDP-Star luminescence, 30 min; stronger effect = higher value; 1 = vehicle-only enzyme, 0 = enzyme-free background; activation factor at 10 µM; 0.16% of 330,000 active;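 active means activation factor of the enzyme at least 2-fold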; further: the source names both 10 and 20 µM as test concentration; values of inactives mirror those of a sister screen read the other way
ATG4B inh = ATG4B protease inhibitors, primary screen, biochemical, fluorescence, uHTS; Cysteine protease ATG4B (Homo sapiens), Q9Y4P1; ATG4B cleavage of LC3-PLA2, NBD-HPC fluorescence, 1 h; inhibition, % at 8.33 µM; 0.51% of 340,000 active; AID 504462, 2011; in the data active means inhibition above about 40%
Target sequence (Q9Y4P1 whole entry, looked up): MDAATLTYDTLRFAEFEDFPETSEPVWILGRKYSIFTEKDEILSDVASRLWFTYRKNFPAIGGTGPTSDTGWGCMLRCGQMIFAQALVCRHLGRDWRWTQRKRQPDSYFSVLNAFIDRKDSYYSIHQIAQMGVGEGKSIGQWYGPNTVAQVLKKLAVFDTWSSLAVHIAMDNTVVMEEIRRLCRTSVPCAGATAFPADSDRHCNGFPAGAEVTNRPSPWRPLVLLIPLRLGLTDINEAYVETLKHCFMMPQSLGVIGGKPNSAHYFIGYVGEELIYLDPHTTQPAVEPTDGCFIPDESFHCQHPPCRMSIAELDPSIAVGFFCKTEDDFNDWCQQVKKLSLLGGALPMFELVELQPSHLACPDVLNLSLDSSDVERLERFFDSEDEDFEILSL
PfG6PD inh = PfG6PD enzyme inhibitors, primary screen, biochemical, fluorescence intensity, uHTS | 0.78% of 350,000 active | PfGluPho enzyme, NADPH resazurin-diaphorase fluorescence | inhibition, % at 20 µM | AID 504690, 2011;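 active means inhibition reaching at least a set limit at 20 µM in the primary screen, cut at about 59% in these data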;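 further: 0% = DMSO wells with substrate and 100% = DMSO wells lacking glucose-6-phosphate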
Starred values were filed as active, the others as inactive; i = inactive; x = no result given.

Values run as follows: SENP1 FRET inh, NR3A LBD binder, MPTP block, SENP8 block, SENP6 inh, hIAP activ, ATG4B inh, PfG6PD inh
CN1CCN(c2ccc([N+](=O)[O-])c(Sc3nc4ccccc4[nH]3)c2)CC1
 : -1, 0, -0.9, 22, -9, 0.95, -5, -9
O=C1CSC(c2ccccc2)N1c1ccccc1F (configuration not stated)
 : 2, 0, -1.2, 11, 3, 0.84, 2, 5
CCN(CC)S(=O)(=O)c1ccc(C(C)NC(=O)C2CCCN2C(=O)c2cccs2)cc1 (configuration not stated)
 : 1, -6, -0.3, 6, 16, 1, 0, -7
O=C1CCCc2c1cc(C(=O)NCc1ccco1)c(=O)n2-c1ccccc1
 : 1, 0, -0.1, -20, -8, 0.95, -7, 6
Cc1cc(SCC(=O)NCCN2C(=O)CSC2=O)nc2c(C)cccc12
 : 1, -1, -7.0, 11, 1, 0.99, -2, -7
C/C(=N/Nc1cc(-c2ccccc2)nc(-c2ccccc2)n1)c1ccc(O)cc1
 : 1, 34*, 8.5, -188, 1, 0.86, 7, 11
CC(C)CCNC(=O)COc1cccc2c1OC(C)(C)C2
 : 2, -2, 2.6, 35, -6, 1.1, 3, -10
CCC(C)c1ccc(NC(=S)N2CCCC2)cc1 (configuration not stated)
 : 3, 1, 1.0, 10, 0, 1.1, 1, 7
CCN(CC)S(=O)(=O)c1ccc(N=Nc2c(C)[nH]n(C(N)=S)c2=O)cc1
 : 3, -2, 1.3, 36, 54*, 0.97, -16, -4
CCCCCCCCCCCCCCCC[N+](C)(C)CCN(Cc1ccc(OC)cc1)c1ncccn1
 : 2, 23*, 11, 6, -67, 1.7, 67*, 64*
O=C(CN1CCN(c2ccccn2)CC1)NC1CCCCC1
 : -4, 6, -2.2, 0, -10, 1.1, 0, -1
O=C(COC(=O)c1ccccc1Oc1ccccc1)NC1CC1
 : 0, 0, -2.1, 7, -8, 1, -4, -3
N#CCSc1ccc2nc(-c3ccccc3)cn2n1
 : -9, 1, -1.6, -319, -15, 0.98, -11, 54
N/C(=N\OC(=O)CCCN1C(=O)c2ccccc2C1=O)c1ccccn1
 : 2, -1, -0.5, 2, -5, 0.98, -2, -6
Nc1ccc(-c2nc3c(ccc4ccccc43)[nH]2)cc1
 : -44, 11*, 1.4, i, 59*, 1.3, -21, 37
CC(C)CCNC(=S)Nc1ccc([N+](=O)[O-])cc1
 : 3, 4, 98*, 12, 2, 0.74, 0, 3
Nc1ccc(Oc2ccc3c(c2)OCO3)cc1
 : 3, 0, -0.9, 10, 20, 0.88, -10, -1
COc1ccccc1N1CCN(C(=O)c2cccc(C(=O)N3CCN(c4ccccc4OC)CC3)c2)CC1
 : 1, -1, 0.4, 22, 17, 1.2, 3, 6
CC(C)CC(=O)Nc1nc(-c2ccc(S(=O)(=O)N3CCOCC3)cc2)cs1
 : 2, 0, 0.2, -155, 3, 1, -10, 1
COc1ccc2nc(NC(=O)C3CCCO3)sc2c1 (configuration not stated)
 : 1, -3, -0.4, 17, 0, 0.97, -8, -14
Cc1c(-n2c(SCC(C)C)nc3ccccc3c2=O)c(=O)n(-c2ccccc2)n1C
 : 3, -1, 2.2, -6, 2, 1, -1, 4
Cc1cc(/C=N/NC(=O)C(O)(c2ccccc2)c2ccccc2)c(C)n1-c1ccc(C(=O)O)cc1
 : -12, -3, -0.5, -17, 29, 0.99, 18, 5
CC(=O)Nc1ccc(/C(C)=N/NC(=O)c2ccc(COc3ccccc3Cl)o2)cc1
 : -1, 0, 1.5, -33, -2, 1.1, -4, 4
CSc1nnc2c(=O)[nH]c(=O)n(C)c2n1
 : 0, 0, -0.7, 8, x, x, 4, -4
COc1ccc(NC(=O)[C@@H]2CCCN2C(=O)[C@@H]2Cc3ccccc3CN2C(=O)OC(C)(C)C)cc1
 : 1, -3, -0.2, 7, 12, 1.1, -4, -21
CCCn1c2ccccc2c2nnc(SC(CC)C(=O)Nc3cc(C)on3)nc21 (configuration not stated)
 : -1, -1, 1.1, -10, -11, 1, 10, 23
Cc1ccc(CN2C(=O)c3ccccc3C2C(=O)NCc2cccnc2)cc1 (configuration not stated)
 : 0, 0, -2.4, -1, 5, 0.96, 0, 9
CCN(Cc1ccccc1)S(=O)(=O)c1c(C(=O)N2CCCC2)c(C)n(C)c1C
 : 1, -1, -1.6, 8, -3, 1, -5, -1
CCNC(=S)N/N=C(\C)c1ccc2c(c1)OCCO2
 : 2, -3, 0.2, 11, 1, 1, 19, -7
CC(NC(=O)CSC1=NCCS1)c1ccccc1 (configuration not stated)
 : 2, -2, 1.8, 6, -15, 0.95, 8, -11
CCOc1ccc(OCCSc2nc3ccccc3[nH]2)cc1
 : 0, 2, 16, 10, -41, 1, -6, 6
Cc1ccc(SC2CCN(C(=O)C3CCC(=O)N(C4CC4)C3)CC2)cc1 (configuration not stated)
 : 1, -1, 0.2, 6, -17, 1.1, -3, -4
COc1cc(C(=O)Nc2cccc(C)n2)ccc1OCC(=O)N1CCOCC1
 : 0, 0, -0.7, 12, -11, 1.2, 5, -10
O=C(C1=C(O)C(=O)N(CC2CCCO2)C1c1ccccc1[N+](=O)[O-])c1ccco1 (configuration not stated)
 : -46, -3, 0.4, -12, 17, 0.85, -1, 19
O=C1CCc2cc(NS(=O)(=O)c3ccccc3)cc3c2N1CC3
 : 1, x, -0.6, 5, -8, 1.1, 7, 9
COc1cc(CC(=O)OCC(=O)N2CCCCC2C)cc(OC)c1OC (configuration not stated)
 : 1, -1, 0.7, 12, 3, 1, -5, -4
COc1ccc(-n2nc3c(N4CCC(C(=O)NCCc5ccco5)CC4)nnc(C)c3c2C)cc1
 : -4, 1, -2.2, -271, 2, 1.1, 5, 17
COc1ccc(N2CC(C)Cn3c2nc2c3c(=O)n(Cc3ccccc3)c(=O)n2C)c(OC)c1 (configuration not stated)
 : 2, 0, -0.5, 8, -34, 1.1, 10, -4
O=C(Cc1ccccc1)NCc1ccc(F)cc1
 : 2, -1, -0.6, 15, 10, 0.93, -8, -6
COc1cc2cc(CN(CCCO)S(=O)(=O)c3ccccc3)c(=O)[nH]c2cc1OC
 : 2, -1, -0.3, -329, -14, 1.6, -8, 5
COC(=O)/C(N=Nc1cccc(C(F)(F)F)c1)=C(\C)O
 : 0, -1, -1.4, 49*, 0, 1, -2, 13
Cc1ccc(-n2nnnc2SCC(=O)NC2CCCc3ccccc32)c(C)c1 (configuration not stated)
 : 1, -4, -2.4, 20, 4, 0.84, 38, -9
Cn1c2ccccc2c(=O)c2c(=O)n(-c3ccccc3)c(-c3ccc(C(C)(C)C)cc3)nc21
 : 0, -4, 18, -5, -4, 0.68, -7, 2
Cc1ccc(NC(=O)Cn2cnc3c(OCc4ccccc4)ncnc32)cc1C
 : 3, -1, -0.9, 1, -33, 1, x, 3
COc1cc(S(=O)(=O)NCc2ccncc2)c(OC)cc1C
 : 0, -1, -0.5, 12, 5, 0.95, -2, -5
CC(=O)N1CCOc2ccc(S(=O)(=O)N3CCN(c4cccc(C(F)(F)F)c4)CC3)cc21
 : 2, -3, -0.6, 15, -6, 0.93, -9, 21
O=C1CCc2nc3ccccc3c(=O)n2N1
 : 0, 3, -4.5, 8, 1, 0.83, 3, -4
CCCn1c(=O)c(C(=O)Nc2ccccc2N)c(O)c2ccccc21
 : 4, x, 2.1, -473, x, x, x, 13
CCOC(=O)c1[nH]c(C)c(C(=O)NC2CCCCCC2)c1C
 : 1, -2, -5.3, 24, -23, 1.2, 8, -3
Cc1nc(C(=O)N2CCc3c([nH]c4ccccc34)C2c2ccccn2)cs1 (configuration not stated)
 : -18, -2, 1.1, -6, 11, 1.2, -16, -7

Going on with the list.
Values run as follows: SENP1 FRET inh, NR3A LBD binder, MPTP block, SENP8 block, SENP6 inh, hIAP activ, ATG4B inh, PfG6PD inh
CC(=O)Nc1ccccc1C(=O)C(=O)Nc1ccc(C(=O)N2CCOCC2)cc1
 : -2, 3, 0.0, 14, -8, 1.3, -6, -4
O=C(C[n+]1cc[nH]c1)c1ccc(Cl)cc1
 : 1, -4, -1.1, 16, -31, 0.85, -3, -8
Cc1ccccc1OC1CCN(C(=O)c2cc(COc3ccccc3)on2)CC1
 : 0, 2, -0.2, 10, -10, 1, 6, 10
O=C(NCCc1ccco1)C(=O)NCC1CCCN1S(=O)(=O)c1ccccc1 (configuration not stated)
 : -7, -2, 1.4, -1, -16, 1, -5, 4
CC(C)(C)NNC(=S)Nc1cccc(F)c1
 : 3, -2, 0.5, 21, -22, 1, 7, -10
O=C(NCc1cccs1)C1CC(=O)N(Cc2ccccc2)C1 (configuration not stated)
 : -1, -1, 1.0, 11, -17, 0.95, 1, -9
COc1ccc(C=C(C#N)c2ccc(OC)cc2)cc1
 : -10, -8, 0.9, -134, x, x, -3, 14
CC(C)(C)CC(=O)NCc1cccs1
 : 0, 0, -2.0, -2, 18, 1.2, -27, -7
Cc1ccc(C(=O)O/N=C(\N)c2ccc(Br)cc2)cc1C
 : 2, 7, 2.6, 4, -8, 1.2, -14, 1
CN1CCN(C(=O)/C=C\c2ccc(Cl)cc2)CC1
 : 0, -1, -0.1, 11, 4, 0.97, -1, 4

Entries listed above that bear a hit mark in NR3A LBD binder:
molecule	SENP1 FRET inh	NR3A LBD binder	MPTP block	SENP6 inh	hIAP activ	ATG4B inh	PfG6PD inh
C/C(=N/Nc1cc(-c2ccccc2)nc(-c2ccccc2)n1)c1ccc(O)cc1	1	34*	8.5	1	0.86	7	11
CCCCCCCCCCCCCCCC[N+](C)(C)CCN(Cc1ccc(OC)cc1)c1ncccn1	2	23*	11	-67	1.7	67*	64*
Nc1ccc(-c2nc3c(ccc4ccccc43)[nH]2)cc1	-44	11*	1.4	59*	1.3	-21	37

Next section.
Values run as follows: SENP1 FRET inh, NR3A LBD binder, MPTP block, SENP8 block, SENP6 inh, hIAP activ, ATG4B inh, PfG6PD inh
NC1=NC(=O)S/C1=C\c1ccc(F)cc1
 : 0, -7, 0.2, 21, 2, 1, 1, -27
CCC(=O)Nc1ccc(Cl)c(NC(=S)NC(=O)COc2ccc(Cl)cc2)c1
 : 0, 26*, 8.4, 7, -18, 1, -10, 0
CCCN(CCC)C(=O)CSc1nc2n[nH]c(C)c2c(=N)n1-c1ccc(OC)cc1
 : 3, 6, -2.4, 18, -20, 1.1, -8, 11
COc1ccc(OC)c(S(=O)(=O)N/N=C\c2cn(CC(N)=O)c3ccccc23)c1
 : -2, -2, -0.2, 12, -10, 0.87, 8, -2
N#Cc1ccc(NC(=O)c2cc(S(=O)(=O)N3CCOCC3)ccc2N2CCCC2)cc1
 : -1, 1, -0.1, -9, -5, 0.99, 2, -16
S=C(NC1CC1)NC1CCCc2ccccc21 (configuration not stated)
 : 1, -3, -0.1, 6, -34, 1.1, -5, -7
C/C(=N\NC(=O)c1cccs1)C(C)(C)C
 : 0, 2, -2.2, 24, -29, 1.1, 0, -7
Clc1ccccc1CN1CCC(Cc2ccccc2)CC1
 : 1, 1, -0.5, 12, -1, 1, 8, -12
Cc1ccc(O)c(C(=O)c2cc(C#N)c(=O)n(CC3CCCO3)c2)c1 (configuration not stated)
 : -8, -1, 1.8, -7, -18, 1.1, -6, -1
CCS(=O)(=O)n1nc(C(=O)N2CCOCC2)nc1N
 : 1, -1, -0.6, 13, -10, 1.1, -1, 1
CC1CCCCC1NC(=O)COC(=O)c1c2c(nc3ccccc13)/C(=C/c1ccco1)CC2 (configuration not stated)
 : -23, -11, 4.9, -219, x, x, 53*, 7
CCN1C=CC2=C(C#N)C(N)C(C#N)(C#N)C(c3ccccc3C(F)(F)F)C2C1 (configuration not stated)
 : 9, 2, 0.3, i, 24, 1.1, -11, 17
Cc1cccc(NC(=S)NC2CCCC2)c1C
 : -1, 1, -0.7, 23, 18, 0.79, -3, -9
